AmpC det inh: AmpC beta-lactamase inhibition, detergent assay; 0.09% of 71,000 active; Potency, µM (doses to about 28.7 µM), for the others: at the highest dose activity change, negative = inhibition; AID 584; P00811; purified AmpC, nitrocefin hydrolysis with detergent; active = well fitted curve in the direction sought with a large enough effect
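E. coli AmpC (5.3 nM) in 20 mM phosphate pH 7.0 with 0.01% Triton X-100, preincubated 15 min RT with compound; nitrocefin (2 uL of 800 uM stock) hydrolysis followed by 480 nm absorbance every 20 s over 4 min.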
* marks the source's active call; other numbers are inactive results; [ ] = another dose, or the depositor's remark. % is set by controls: 0 for no effect and ±100 for the full control effect; potency is the fitted concentration of half-maximal effect.

SMILES	AmpC det inh
Cc1ccc(-c2cn3cccnc3n2)cc1NC(=O)c1ccc(Br)o1	-3%
CC(NC(=O)c1cc2ccccc2o1)C(=O)O (configuration not stated)	10%
CCC(C)(C)OC	10%
CCOC(=O)N1CCC(NC(=O)CN2C(=O)C(CC)Oc3ccc(C)cc32)CC1 (configuration not stated)	0%
Cc1cc(C)n2nc(SCC(=O)c3ccccc3)nc2n1	-6%
CCc1nnc(NC(=O)CSc2nnc(C3CCCCC3)n2-c2ccccc2)s1	11%
Cc1ccc(-n2c(SCC(=O)Nc3ccc4c(c3)OCCO4)nnc2-c2ccco2)cc1	-6%
O=C1CCCc2sccc2N1	8%
CCOC(=O)C1CCN(C(=O)COc2ccc(S(=O)(=O)NC(C)(C)C)cc2)CC1	-3%
O=C(CSc1nnc(Cc2cc(=O)[nH]c(=O)[nH]2)n1-c1ccccc1)N1CCCCC1	11%
O=C1CCCC2=C1C1(O)C(=O)c3ccccc3C1(O)O2 (configuration not stated)	1%
NCCSC[C@H](N)C(=O)O	-2%[5.75 µM]
O=C(O)CCSc1nc2ccccc2n1CCOc1ccccc1	5%
CCn1cc(C(=O)O)c(=O)c2ccc(Cc3ccccc3)nc21	-3%
O=C(CC12CC3CC(CC(C3)C1)C2)NCCN1CCOCC1	-3%
C[C@@]12CCC(=O)C=C1C=C[C@H]1[C@H]3CC[C@](O)(CCC(=O)O)[C@]3(C)CC[C@@H]12	0%[12.8 µM]
CCOCCCN1C(=O)CN(C2CCCCC2)C(=O)C1c1ccc(OCC)c(OC)c1 (configuration not stated)	-2%
COc1ccc(S(=O)(=O)N2CCCCC2)cc1Br	-6%
c1ccc(-c2nnc3sc(CN4CCC5(CC4)OCCO5)cn23)cc1	-4%
CCCCCc1nnc(NC(=O)CS(=O)(=O)Cc2ccccc2)s1	-4%
O=C(NCc1ccco1)C(Cc1ccccc1)N1C(=O)c2ccccc2C1=O (configuration not stated)	-3%
C=CCOc1ccccc1/C=c1\sc2nc(=O)c(C)nn2c1=O	-6%
COC(=O)C1CCN(C(=O)Cc2ccc(OC)c(OC)c2)CC1	-1%
Cc1nc2ccccc2c2oc(C(=O)NCC3COc4ccccc4O3)cc12 (configuration not stated)	8%
Cn1c(CSCc2ccc(Cl)c(Cl)c2)nnc1SCC(=O)Nc1nccs1	-4%
COC(=O)c1c(=O)n(O)c2ccc(OC)cc2[n+]1[O-]	3%
CCn1c(CSc2nc3ccccc3[nH]2)n[nH]c1=S	0%
CCC(=O)OCC(=O)[C@@]1(OC(=O)CC)[C@H](C)C[C@@H]2[C@H]3CCC4=CC(=O)C=C[C@]4(C)[C@]3(Cl)[C@@H](O)C[C@@]21C	-3%[12.8 µM]
CCOc1cc(CN2CCSCC2)ccc1O	-2%
Cc1ccc(-c2nc(CSCC(=O)NCCCN3CCOCC3)c(C)o2)cc1	-5%

An excerpt of these results, with bars between the fields.
SMILES | AmpC det inh
Cc1nc2ccccc2c2oc(C(=O)NCC3COc4ccccc4O3)cc12 (configuration not stated) | 8%
Cn1c(CSCc2ccc(Cl)c(Cl)c2)nnc1SCC(=O)Nc1nccs1 | -4%
COC(=O)c1c(=O)n(O)c2ccc(OC)cc2[n+]1[O-] | 3%
CCn1c(CSc2nc3ccccc3[nH]2)n[nH]c1=S | 0%
CCC(=O)OCC(=O)[C@@]1(OC(=O)CC)[C@H](C)C[C@@H]2[C@H]3CCC4=CC(=O)C=C[C@]4(C)[C@]3(Cl)[C@@H](O)C[C@@]21C | -3%[12.8 µM]
CCOc1cc(CN2CCSCC2)ccc1O | -2%
Cc1ccc(-c2nc(CSCC(=O)NCCCN3CCOCC3)c(C)o2)cc1 | -5%

Later entries:
SMILES	AmpC det inh
Cc1nnc(SCC(=O)N2CCN(S(=O)(=O)c3ccccc3)CC2)[nH]c1=O	5%
O=C(NCc1ccco1)c1csc(Nc2ccccc2Cl)n1	-4%
Cc1ccc(N)c(C(=O)CCCCC(=O)O)c1	-3%
Cc1ccc(C)c(NC(=O)C(Sc2nncn2C)c2ccccc2)c1 (configuration not stated)	-3%
COc1ccc(C(=O)Cn2nnc(-c3ccccc3-n3cnnn3)n2)cc1	-4%
CCn1c(SCc2ccccc2)nnc1-c1cccs1	4%
CN(C)/C=C(\C#N)c1nc2ccccc2[nH]1	10%
CCOC(=O)c1[nH]c2ccccc2c1NC(=O)c1ccc(Br)o1	-3%
CCOc1ccc(NS(=O)(=O)c2ccc3[nH]cc(C(=O)N(CC)CC)c(=O)c3c2)cc1	1%
O=C(OCn1nnc2ccccc2c1=O)c1cccs1	10%
Cc1ccc(CSc2nnc(-c3ccc(S(=O)(=O)N4CCCC4)cc3)o2)cc1	12%
O=C(NCCCN1CCCC1=O)c1ccccc1NS(=O)(=O)c1ccc(F)cc1	-4%
CC(=O)Nc1ccc2c(c1)nc(CCNC(=O)c1ccccc1)n2C	1%
COc1ccc(C(=O)CSc2nnc(-c3cc(C)cc(C)c3)o2)cc1	-3%
CCOC(=O)c1c(CN2CCCCC2)oc2ccc(O)cc12	1%
O=C1CC(N2CC=C(c3ccccc3)CC2)C(=O)N1c1ccc(F)cc1 (configuration not stated)	4%
CC(Oc1ccc(O)cc1)(P(=O)(O)O)P(=O)(O)O	-4%
CCCCn1c(/N=C/c2cc(OC)ccc2O)nc2ccccc21	-3%
CCn1cc2c(c1-c1cccc(C)c1)c(=O)n(C)c(=O)n2C	-2%
COc1cccc2c(=O)cc(C)n(CC(=O)Nc3ccc(C)c(C)c3)c12	-9%
COc1ccc(CCNC(=O)CSc2nc(O)c(CC(C)C)c(=O)[nH]2)cc1OC	-1%
CCSc1nnc(NC(=O)c2csc3c2CCCC3)s1	-4%
CC(=O)c1c(C)[nH]c(C(=O)Nc2ccc3c(c2)OCCO3)c1C	-3%
CC(NC(N)=O)C12CC3CC(CC(C3)C1)C2 (configuration not stated)	-3%
CC(C)C(c1nnnn1Cc1ccc2c(c1)OCO2)N1CCN(c2ccccc2)CC1 (configuration not stated)	2%
Cc1ccc(-c2cccc(NC(=O)C3C(C(=O)O)[C@@H]4C=C[C@H]3C4)c2)o1 (some centres not stated)	-3%
Cc1cccc(CNc2cc(-c3ccccc3C)ncn2)c1	0%
CCCc1c(C)c2ccc(OCC(C)=O)cc2oc1=O	0%
BrC/C=C/CBr	8%
CCOC(=O)NCc1ccc(CNC(=O)OCC)cc1	0%
COc1cccc(/C=N/n2c(C)nc3ccccc32)c1OC	11%
COc1ccc(OC)c(NC(=O)c2nnn(Cc3ccccc3C)c2N)c1	2%
NC(=O)NC(Cc1ccccc1)c1ccccc1 (configuration not stated)	5%
C=CCn1c(NC(=O)c2ccco2)c(S(=O)(=O)c2ccccc2)c2nc3ccccc3nc21	0%
CC(=O)/C=C/c1ccccc1	8%
Cc1nn(-c2ccccc2)c2nc(-c3ccncc3)cc(C(=O)NCc3ccco3)c12	12%
NC1CCCCC1N=Cc1c(O)n(CCc2ccc(F)cc2)c(=O)[nH]c1=O (configuration not stated)	-3%
Nc1nc(CSc2n[nH]c(-c3ccccc3)n2)nc(Nc2ccccc2)n1	0%
CCc1ccc(CNC(=O)CN2C(=O)COc3ccccc32)cc1	3%
Cc1cc(CNC(=O)[C@@H]2C[C@H]2[C@@H](NP(=O)(c2ccccc2)c2ccccc2)c2ccccc2)nn1C	-1%
C[N+](C)(C)[C@@H](C1=CCCC1=O)c1ccccc1	-1%[5.75 µM]
C[C@@H]1O[C@@H](O[C@H]2C[C@@H](O)[C@]3(CO)[C@@H]4[C@@H](O)C[C@]5(C)[C@H](C6=CC(=O)OC6)CC[C@@]5(O)[C@H]4CC[C@@]3(O)C2)[C@H](O)[C@H](O)[C@@H]1O	-4%
O=C(C1CCN(C2CC(=O)N(c3cccc(Cl)c3)C2=O)CC1)N1CCCCCC1 (configuration not stated)	-5%
O=C(Nc1ncc(Cc2ccccc2)s1)c1cccs1	-4%
N#CCCn1c(=O)c(-c2ccccc2)nc2cnc(N3CCOCC3)nc21	-2%
O=C(CSc1ncc(-c2ccccc2)n1-c1ccccc1)NCc1ccco1	-12%
CCOc1ccc(NC2c3ccccc3C(=O)N2Cc2ccco2)cc1 (configuration not stated)	7%
Cc1cc(C)nc(NC(=O)CSc2ccccn2)n1	-7%
COCc1cc(C2C(C(=O)c3ccco3)=C(O)C(=O)N2CCOCCO)ccc1O (configuration not stated)	-2%
CC(C)C[C@@H](CC(=O)N[C@@H](CCC(=O)O)CC(=O)O)NC(=O)[C@@H]1CNCC[C@H]1NC(=O)C[C@@H](NC(=O)C[C@H](CO)NC(=O)[C@@H]1CCCC[C@H]1N)C(C)C	-6%
CCn1c(C2CC(=O)N(Cc3ccccc3)C2)nc2ccccc21 (configuration not stated)	12%
CC(=O)NCc1cccc(CNC(C)=O)n1	-5%
O=C1OCc2cc(NC(=O)C3COc4ccccc4O3)ccc21 (configuration not stated)	0%
O=C(COC(=O)C(O)c1ccccc1)NC12CC3CC(CC(C3)C1)C2 (configuration not stated)	-4%
O=C1[C@@H]2CSCN2C(=O)CN1CCc1cccc(F)c1	-4%
CC1CN(O)C2CCc3nonc3C12O (configuration not stated)	13%
CC(C)CNC(=O)c1cc(-c2ccc(Cl)c(Cl)c2)on1	-3%
CNc1cc(C)nc(-n2nc(C)cc2C)n1	13%
COc1ccccc1NC(=O)C1(C)Cc2ccccc2C(=O)O1 (configuration not stated)	7%
Cc1ccnc(N2CCC(C(=O)Nc3ccc4c(c3)CCC4)CC2)n1	-3%
Further entries follow:
SMILES	AmpC det inh
CN1[C@@H]2CC[C@H]1CC(OC(=O)[C@@H](O)c1ccccc1)C2 (some centres not stated)	-5%[5.75 µM]
CCCCc1ccc(NC(=O)C2CCCO2)cc1 (configuration not stated)	-2%
c1ccc(N2CC[C@@]3(CCCNC3)C2)nc1	-2%
COCCN1Cc2cccc(C(=O)NCc3ccccn3)c2C1=O	4%
CC(C)c1ccc(OCC(=O)N2CCN(C)CC2)c(Br)c1	-1%
COc1ccc(OCC(=O)N2CCN(Cc3c[nH]c4ccccc34)CC2)cc1	-4%
CC(C(=O)NCc1cccs1)n1cccc1 (configuration not stated)	-2%
Cc1cc(Br)c2c(c1)=C(c1sc(N3CCCCCC3)nc1O)C(=O)N=2	-4%
COC(=O)[C@@]1(Cc2ccc(OC)cc2)[C@H]2c3cc(C(=O)N(C)C)n(Cc4ccc(S(C)(=O)=O)cc4)c3C[C@H]2CN1C(=O)c1ccccc1	13%
Cc1ccccc1NS(=O)(=O)c1cc(S(C)(=O)=O)ccc1Cl	-3%
CCOc1ccccc1NC(=O)CSc1ncnc2c1oc1ccccc12	-1%
CCN(CC)CCCCn1c(-c2ccccc2)nc2c(NCCOC)nc(C)nc21	15%
O=C(NCc1ccccc1)C1CCN(S(=O)(=O)c2cccc3cccnc23)CC1	5%
CSc1nc2ccc(NC(=O)C3CC(=O)N(Cc4ccco4)C3)cc2s1 (configuration not stated)	-4%
CCOC(=O)c1cccnc1SCc1cc(=O)n2ccccc2n1	-3%

Reprinted at random: six compounds from above, in no set order.
SMILES	AmpC det inh
CCn1cc(C(=O)O)c(=O)c2ccc(Cc3ccccc3)nc21	-3%
N#CCCn1c(=O)c(-c2ccccc2)nc2cnc(N3CCOCC3)nc21	-2%
COc1ccc(OCC(=O)N2CCN(Cc3c[nH]c4ccccc34)CC2)cc1	-4%
CSc1nc2ccc(NC(=O)C3CC(=O)N(Cc4ccco4)C3)cc2s1 (configuration not stated)	-4%
Cc1ccc(-c2cccc(NC(=O)C3C(C(=O)O)[C@@H]4C=C[C@H]3C4)c2)o1 (some centres not stated)	-3%
COC(=O)c1c(=O)n(O)c2ccc(OC)cc2[n+]1[O-]	3%

Going on with the list.
SMILES	AmpC det inh
CCCCn1nnnc1SCC(=O)c1ccc(C)c(C)c1	2%
CC(=O)c1cccc(NC(=O)N2CCCC2C(=O)NC2CCCCC2)c1 (configuration not stated)	8%
CCn1cc(Br)c(-c2nc3ccccc3c(=O)n2N)n1	-5%
CC(=O)Nc1cc2ccccc2oc1=O	0%[12.8 µM]
CCOc1ccc(-c2nnn(CC(=O)NCc3ccc(OC)cc3)n2)cc1OCC	8%
CN1C(=O)C(Cc2c[nH]c3ccccc23)C(=O)N(C)C1=O	-5%
COc1ccc(-c2cc(C(F)(F)F)nc(N3CCOCC3)n2)cc1OC	-1%
O=C(NCCc1ccccc1)c1ccc2c(c1)N(Cc1ccccc1)C(=O)CS2=O (configuration not stated)	-1%
CC1(C)CC(=O)c2cc(C(=O)Nn3cnnc3)c(=O)n(-c3ccccc3)c2C1	2%
CCCc1nc2oc3cc(OC)ccc3c(=O)c2c(=O)n1Cc1ccco1	-4%
CCOC(=O)C1CCCN(C(=O)CCC(=O)Nc2ccc3nc(N4CCOCC4)cc(C)c3c2)C1 (configuration not stated)	-3%
CN1CCN(C(=O)c2cc3c(s2)-c2ccccc2S(=O)(=O)C3)CC1	11%
Cc1cccc(CNc2nc(-c3ccc4c(c3)OCO4)nc3ccccc23)c1	9%
O=C(CSc1nnc(CN2CCOCC2)n1-c1ccccc1)N1CCc2ccccc21	-3%
O=C(CSc1nnnn1-c1ccc(Cl)cc1)NC(=O)Nc1ccc2c(c1)OCCO2	-6%

The list goes on; the last two above are carried over.
SMILES	AmpC det inh
O=C(CSc1nnc(CN2CCOCC2)n1-c1ccccc1)N1CCc2ccccc21	-3%
O=C(CSc1nnnn1-c1ccc(Cl)cc1)NC(=O)Nc1ccc2c(c1)OCCO2	-6%
COc1cccc(C2NC(=O)NC(C)=C2C(=O)Nc2ccccc2C)c1 (configuration not stated)	9%
CCOC(=O)N1CCN(C(=O)Nc2sc3nc4n(c(=O)c3c2C)CCC(C)CC4)CC1 (configuration not stated)	-2%
COc1c(-c2ccc(O)c(O)c2)oc2cc(O)cc(O)c2c1=O	-2%
COc1ccc(-n2nnnc2SCC(=O)N2CCOCC2)cc1	13%
O=C(O)c1ccc(N2CCCCCC2)c(N2C(=O)c3ccccc3C2=O)c1	13%
Cc1cc(C)c(S(=O)(=O)Nc2ccc(OCC(=O)O)cc2)c(C)c1	7%
CS(=O)(=O)N1CCCC(C(=O)NCCCN2CCN(Cc3ccccc3)CC2)C1 (configuration not stated)	-7%

The list is partial; count on the stated rates, not on these rows.
